# MT1-MMP act inh: blocks activation of human MT1-MMP; HT1080 RFP-PRO-GFP cells, GFP/RFP ratio fluorescence, overnight; percent of plate control window, DMSO zero; GFP/RFP ratio change, % at 20 µM; 360,000 compounds, 0.061% hits; AID 651647;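 active = GFP/RFP ratio change of at least 30% with cell ATP level not reduced by more than half and red fluorescence within 50% of control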; also: strong numbers were not always called active
#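 Material – HT1080 RFP-PRO-GFP cells · Control set – DMSO wells and RFP-L50D-GFP cells · Incubation – overnight cell settling, then overnight compound exposure, 37 °C, 5% CO2 · Compound dosing – single-point 20 µM compound, 1% DMSO · Read-out – GFP/RFP fluorescence ratio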
# NRP1-CendR mod: NRP-1/CendR interaction modulation. FAM-RPARPAR peptide binding to NRP-1, fluorescence polarization. inhibition, % at 25 µM. 360,000 compounds, 0.85% hits. AID 602438;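 active = inhibition or corrected inhibition above about 18%, plus a signal ratio from 0.5 to 1.5, limit read from the data, passing the limit was not always enough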; also: strong numbers were not always called active
# Target sequence (O14786 whole entry, looked up): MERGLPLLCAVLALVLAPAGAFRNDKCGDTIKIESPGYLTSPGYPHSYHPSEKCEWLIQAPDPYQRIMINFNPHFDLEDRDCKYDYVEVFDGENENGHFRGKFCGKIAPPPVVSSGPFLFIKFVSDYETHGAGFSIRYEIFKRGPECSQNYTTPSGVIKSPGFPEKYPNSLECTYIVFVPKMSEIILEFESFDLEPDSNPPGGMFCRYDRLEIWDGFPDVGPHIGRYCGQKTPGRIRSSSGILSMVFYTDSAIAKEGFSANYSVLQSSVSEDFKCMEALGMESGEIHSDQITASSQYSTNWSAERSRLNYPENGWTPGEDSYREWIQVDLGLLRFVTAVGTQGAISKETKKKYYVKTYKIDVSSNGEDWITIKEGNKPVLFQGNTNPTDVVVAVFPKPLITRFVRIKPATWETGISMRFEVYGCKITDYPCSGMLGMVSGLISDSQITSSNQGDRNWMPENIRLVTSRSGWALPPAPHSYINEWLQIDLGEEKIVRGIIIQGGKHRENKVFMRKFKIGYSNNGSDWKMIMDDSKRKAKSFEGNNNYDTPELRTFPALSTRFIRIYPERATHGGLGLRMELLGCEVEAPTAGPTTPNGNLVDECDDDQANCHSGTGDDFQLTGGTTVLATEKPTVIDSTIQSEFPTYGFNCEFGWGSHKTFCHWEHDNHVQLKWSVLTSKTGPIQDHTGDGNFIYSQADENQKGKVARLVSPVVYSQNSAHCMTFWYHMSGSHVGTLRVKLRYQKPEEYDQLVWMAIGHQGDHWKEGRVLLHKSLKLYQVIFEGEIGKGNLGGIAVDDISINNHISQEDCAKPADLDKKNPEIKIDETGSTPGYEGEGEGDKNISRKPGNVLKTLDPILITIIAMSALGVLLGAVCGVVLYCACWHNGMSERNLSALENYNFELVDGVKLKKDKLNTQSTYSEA
# Tb MetRS inh: blocks T. brucei methionyl-tRNA synthetase activity. purified T. brucei MetRS, ATP depletion, Kinase-Glo luminescence. inhibition, % at 11.9 µM. 360,000 compounds, 0.4% hits. AID 624268;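 active = inhibition above a per-plate cutoff of the control wells' mean inhibition plus 3 SD, cut at about 5.5% in these data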;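 also: 0% = DMSO wells median and 100% = median of wells with control inhibitor compound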
#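 Assay system: T. brucei methionyl-tRNA synthetase, purified | Medium: HEPES buffer with MgCl2, KCl, DTT, spermine, BSA, pyrophosphatase | Compound: 11.9 µM single point | Incubation: 15 min enzyme-compound preincubation, 2 h reaction, 10 min detection, 25 °C | Measured by: Kinase-Glo luciferase luminescence reporting remaining unconsumed ATP | Measure: % inhibition normalized to control-well medians | Replication: Singlicate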
# bovine MsrA act: bovine methionine sulfoxide reductase A activation; purified bovine MsrA, absorbance read-out; activation, % at 10.6 µM; 360,000 compounds, 0.3% hits; in the data active = activation above about 7.5%;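 also: 0% = vehicle and 100% = reference activator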
# FAS-TE inh: blocks the thioesterase domain of human fatty acid synthase; recombinant FAS-TE, OMFH fluorogenic substrate, fluorescence endpoint; inhibition, % at 15 µM; 360,000 compounds, 0.67% hits;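 active = compounds whose normalised, plate-corrected inhibition of enzyme fluorescence in the single-dose primary screen is 50% or more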;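 also: 0% = DMSO with enzyme and 100% = substrate without enzyme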
# SKN-1 inh: inhibitors of C. elegans SKN-1. C. elegans VP596 Pgst-4::GFP/RFP ratio, acrylamide-induced, 24 h. inhibition, % at 21.8 µM. AID 624304. 360,000 compounds, 0.49% hits;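 active = interference check ratio from 0.5 to 1.5 plus GFP to RFP signal ratio inhibition reaching or exceeding a fixed threshold, cut at about 30% in these data, passing the limit was not always enough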; also: some compounds called inactive have numbers as strong as hits
# eLon inh: inhibitors of E. coli Lon protease | P0A9M0 | purified E. coli Lon protease, fluorescence polarization | inhibition, % at 7.94 µM | 360,000 compounds, 0.42% hits; in the data active = inhibition above about 13%, passing the limit was not always enough;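 also: 0% = enzyme with probe and DMSO and 100% = no enzyme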
# MsrA inhibitor: bovine MsrA inhibition | AID 651718 | 360,000 compounds, 0.75% hits | inhibition, % at 15.5 µM | purified bovine MsrA, absorbance read-out; in the data active = inhibition above about 4.5%;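 also: 0% = vehicle wells with enzyme and 100% = reference inhibitor wells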
# PABP1 MLLE inh: blocks PAM2 peptide binding to the PABP1 MLLE domain. P11940. GST-MLLE / FITC-PAM2 fluorescence polarization. inhibition, % at 20 µM. 360,000 compounds, 0.36% hits; in the data active = inhibition above about 35%, passing the limit was not always enough;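 also: plate controls were DMSO wells with GST-MLLE for no effect and wells lacking GST-MLLE protein for full effect; some results filed as inactive read as strong as hits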
# Numbers without * were called inactive; nt = not tested or not shown.
SMILES,MT1-MMP act inh,NRP1-CendR mod,Tb MetRS inh,bovine MsrA act,FAS-TE inh,SKN-1 inh,eLon inh,MsrA inhibitor,PABP1 MLLE inh
CCCc1nc2ccccc2c(C(=O)OCC(=O)Nc2c(C)n(C)n(-c3ccccc3)c2=O)c1CC,-3,-3,-0.7,-3,-17,7,3,1.5,-7
O=C(NC1CCCCC1)C1c2ccccc2C(=O)N1Cc1ccc2c(c1)OCO2 (stereo unspecified),3,-8,-0.4,0,0,-11,-1,1.1,-3
O=C(O)Cn1c(Cc2ccccc2)nc2ccccc21,-2,4,-0.8,-3,-5,18,-2,0.1,-4
C=CCSc1nc(C)c(CC=C)c(=O)[nH]1,2,3,-0.4,0,-7,8,-1,-0.3,4
Cc1ccc(N2CC(C(=O)NC(C)CCc3ccccc3)CC2=O)cc1 (stereo unspecified),1,12,-0.5,-2,1,4,-5,0.2,-3
CC(=O)c1cccc(NC(=O)CC2S/C(=N/N=C/c3ccccc3)NC2=O)c1 (stereo unspecified),-5,7,5.3,-3,0,9,-4,0.6,-9
O=C(Cc1n[nH]c(=O)c2ccccc12)N1CCN(c2ccc(F)cc2)CC1,1,-10,-0.6,-2,-2,2,-16,-0.9,24
CCc1ccc2[nH]c(=O)c(C3C(C#N)=C(N)Oc4c3ccc3cccnc43)cc2c1 (stereo unspecified),-8,2,-0.8,-12,20,0,-3,1.1,1
C[C@H](NC(=O)c1ccco1)C(=O)NNC(=O)COc1cccc(C(F)(F)F)c1,-4,15,-0.3,-2,-2,-10,-3,-1.2,4
CNc1nc(-c2ccc3c(c2)CCN3C(=O)c2ccccc2C)cs1,-1,-8,0.0,-2,1,13,7,-0.1,10
CC12CCC(C(=O)Nc3c(Cl)cccc3Cl)(C(Br)C1=O)C2(C)C (stereo unspecified),1,-4,-0.3,-1,-14,-1,4,0.7,14
CSCC[C@H](N)C(=O)N1CCC(C(=O)N[C@@H](Cc2c[nH]c3ccccc23)C(=O)O)CC1,-3,13,-1.3,-3,-6,36*,3,-1.3,5
CCCCC(=O)Nc1cc(OC)c(NC(=O)C2CCCCC2)cc1OC,3,3,1.3,0,-7,9,7,2.1,4
CC[C@H](C)C(N)c1cn([C@@H](CC(N)=O)C(=O)N2CCNCC2)nn1 (stereo partly specified),2,2,-0.1,-2,-9,2,-14,0.3,2
O=C(/C=C/c1cccs1)N1CCN(Cc2ccc3c(c2)OCO3)CC1,-1,-3,-0.8,-9,-8,-2,-8,1.2,-1
O=C(Nc1ccc(F)cc1)C(c1ccncc1)N1CCN(c2cccc(C(F)(F)F)n2)CC1 (stereo unspecified),-9,-9,0.3,nt,nt,18,nt,-1.0,nt
Cc1cccc(C)c1Nc1n[nH]c(=S)s1,-2,3,-0.1,8,-10,10,-10,-1.3,9
O=C(COC(=O)/C=C/c1ccccc1Cl)NCCNC(=O)COC(=O)/C=C/c1ccccc1Cl,2,-1,-0.1,-2,-3,3,0,-1.2,2
COC(=O)c1nnn(-c2nonc2N)c1CN1CCCC1,3,11,-0.3,-4,-2,-1,4,1.2,5
CCN1CCCC1CNS(=O)(=O)c1cccc(C(F)(F)F)c1 (stereo unspecified),2,6,0.0,-3,-3,2,2,-1.3,-108
COc1ccc(N2C(=O)CC(NCc3ccncc3)C2=O)cc1 (stereo unspecified),4,-1,-0.8,-10,-11,14,2,0.7,4
Cc1ccccc1CCN(CC(=O)NCc1ccc(F)cc1)C(=O)c1csnn1,2,-1,-0.1,-2,2,-4,4,-0.5,15
O=C(Nc1ccccc1)c1ccccc1OS(=O)(=O)c1ccccc1,-1,-12,-1.1,-8,1,-8,-1,-0.4,-4
CCOc1ccc(S(=O)(=O)NC(C)(C)C)cc1-c1nc2c(C(C)(C)C)nn(C)c2c(=O)[nH]1,4,-14,-0.7,0,23,4,-3,-0.4,1
Cc1ccc(C)c(CNS(=O)(=O)c2c(C(=O)N3CCCC3)c(C)n(C)c2C)c1,-4,4,-1.0,-10,-5,0,-3,-0.8,5

# Of the compounds above, two contain a COOH group.
SMILES,MT1-MMP act inh,NRP1-CendR mod,Tb MetRS inh,bovine MsrA act,FAS-TE inh,SKN-1 inh,eLon inh,MsrA inhibitor,PABP1 MLLE inh
O=C(O)Cn1c(Cc2ccccc2)nc2ccccc21,-2,4,-0.8,-3,-5,18,-2,0.1,-4
CSCC[C@H](N)C(=O)N1CCC(C(=O)N[C@@H](Cc2c[nH]c3ccccc23)C(=O)O)CC1,-3,13,-1.3,-3,-6,36*,3,-1.3,5

# Later entries:
SMILES,MT1-MMP act inh,NRP1-CendR mod,Tb MetRS inh,bovine MsrA act,FAS-TE inh,SKN-1 inh,eLon inh,MsrA inhibitor,PABP1 MLLE inh
CSc1nsc(SCC(=O)Nc2ccc(Br)cn2)n1,-6,-7,0.1,-3,9,1,-9,-0.8,-5
COc1ccc(-c2csc(C3=C(O)CN(Cc4ccc(Cl)cc4)C3=N)n2)cc1OC,9,-27,0.1,-3,3,-13,-5,1.2,-52
O=C(c1ccco1)N1N=C(c2cccs2)CC1c1ccco1 (stereo unspecified),-1,7,-0.8,-6,-5,9,-8,-0.1,-3
CS(=O)(=O)N1CCN(c2nnc(-c3ccccc3)c3ccccc23)CC1,4,2,0.0,-3,-4,11,12,0.7,3
O=C(NCC(=O)N1CCCCCCC1)c1ccc(Cl)c(Cl)c1,-2,-8,-0.1,-1,-3,9,-3,0.7,-7
O=C(Nc1c(C(=O)N2CCOCC2)cnn1-c1ccccc1Cl)c1ccco1,1,-1,-1.0,-6,-6,-10,-10,-1.0,8
COc1cccc(CSc2nnc(-c3ccco3)n2C)c1,2,-2,-0.7,-3,-5,-1,-7,1.2,-6
Cc1ccc(NC(=O)CSc2nnc(Cc3cccn3C)n2-c2ccc(F)cc2)cc1,-1,0,0.2,-1,-1,17,5,-0.3,-21
Cc1ccc(CCC(=O)Nc2ccc(CC(=O)O)cc2)o1,-2,-1,0.0,0,-6,3,1,-1.1,3
COCCC(=O)N1CCC(Oc2ccc(C(=O)N3CCCCCC3)cc2)CC1,2,4,0.1,-2,-4,10,-5,-0.7,4
COc1ccc(C2/C(=C(/O)c3ccccc3)C(=O)C(=O)N2c2ncccn2)cc1OC (stereo unspecified),-3,6,-0.2,-4,-13,7,5,1.7,-1
O=C(CSc1nc2ccccc2o1)N1CCN(c2ccc(Cl)cc2)CC1,2,-8,-1.1,-7,-4,-19,0,1.4,-6
COCC(=O)N(Cc1nc2ccccc2c(=O)[nH]1)Cc1cccs1,-10,6,-0.4,-8,-4,17,-3,-1.6,4
O=C(/C=C(\O)c1ccccc1)C(=O)NNC(=O)c1ccccc1,-6,-29,-1.2,-3,2,16,-174,0.6,0
Cc1nc(NC(=S)NC(=O)c2cncc(Br)c2)ccc1Br,4,2,0.1,-2,2,5,6,0.0,-2
CC1CCN(Cc2nc3c(c(=O)n(C)c(=O)n3C)n2CCc2ccccc2)CC1,-2,3,-1.5,-12,4,-9,-10,1.1,0
Cc1ccccc1-n1ncc(C(C)NS(=O)(=O)c2sccc2C)c1C (stereo unspecified),2,15,-0.4,-7,-5,-16,-3,-0.3,8
CCOc1ccc(C2C(C(=O)Nc3ccc(F)cc3)=C(C)Nc3nc(CCCO)nn32)cc1 (stereo unspecified),1,-4,1.3,-3,-7,4,1,0.4,18
O=C(CSC1=NS(=O)(=O)c2ccccc2N1)Nc1nccs1,-2,4,-0.2,-2,-3,-22,3,0.3,4
CCc1noc(C)c1C(=O)N1CCN(S(=O)(=O)c2cccc(C(F)(F)F)c2)CC1,0,-2,-0.4,-2,0,25,3,-0.2,4
CC(C)(C)NC(=O)CN(Cc1cccs1)C(=O)C1COc2ccccc2O1 (stereo unspecified),0,-9,-0.6,-3,-5,-7,-2,0.3,8
CCCN(C)C1CN(Cc2cn(Cc3cccc(Cl)c3)nn2)S(=O)(=O)C1 (stereo unspecified),4,14,-0.7,-8,-9,10,-6,1.6,nt
Cc1cc(NS(=O)(=O)c2ccc(NC(=O)c3cc(-c4cccnc4)nc4ccc(Cl)cc34)cc2)no1,8,-16,-0.8,-2,1,37*,3,-0.4,4
Cc1cc(C(=O)N2CCCC(CCC(=O)N3CCN(c4ccccn4)CC3)C2)c(C)o1 (stereo unspecified),3,10,0.2,-1,-5,-9,-2,0.5,1
Cc1cc(C)nc(SCC(=O)Nc2ncc(Cc3cccc(Cl)c3Cl)s2)n1,-8,5,-0.4,-2,11,0,-9,0.3,1
# (cont.)
SMILES,MT1-MMP act inh,NRP1-CendR mod,Tb MetRS inh,bovine MsrA act,FAS-TE inh,SKN-1 inh,eLon inh,MsrA inhibitor,PABP1 MLLE inh
O=C(CC1N=C2c3ccccc3N=C(SCc3ccc(F)cc3)N2C1=O)NCc1ccco1 (stereo unspecified),-3,-5,-0.2,-1,3,7,2,0.6,10
CCC(=O)Nc1nc(-c2cc([N+](=O)[O-])cs2)cs1,-1,8,-0.3,-4,1,6,-2,0.1,-3
CC(C)(C)NC(=O)CN(Cc1cccs1)C(=O)CNS(=O)(=O)c1ccc(F)cc1,-1,12,-1.1,-10,2,-12,-5,1.5,-17
CCN(CCNC(=O)C1CCN(S(=O)(=O)c2cccc3cccnc23)CC1)c1ccccc1,0,1,0.5,7,3,7,0,0.6,-1
COc1cc(CCC(=O)Nc2nnc(C)s2)cc(OC)c1OC,-5,-7,-0.1,-2,-1,14,6,-1.1,-3
CCCCc1nc(Cl)c(C#N)c2c1CSC(C)(C)C2,0,1,-1.1,-15,31,2,-2,-0.7,-3
COc1cccc(NC(=O)Nc2nccc(C)n2)c1,1,2,-0.4,-5,-7,1,-7,0.6,12
O=C(c1cnc2n(c1=O)CCS2)N1CCN(c2ccc([N+](=O)[O-])cc2)CC1,-1,1,0.3,-2,-3,-8,-2,1.0,-12
O=C(COC(=O)c1ccc[nH]c1=O)NCC1CCCO1 (stereo unspecified),-3,-12,-0.9,-4,-3,-10,-3,0.3,13
O=C(CN1C(=O)NC(c2ccccc2)(c2ccccc2)C1=O)NCCc1ccc(F)cc1,6,-2,-0.4,-3,19,9,-9,-2.0,-3
O=C(C1CCN(Cc2cccs2)CC1)N1CCN(Cc2ccc3c(c2)OCO3)CC1,2,12,1.0,-3,0,1,-9,0.0,7
C=CCNC(=O)c1ccc(CN2CCC(Cc3ccccc3)CC2)cc1,1,14,-0.6,-1,-2,3,-9,-1.1,2
COc1ccc(Cc2nc3ccc(C(=O)N4CCOCC4)cc3o2)cc1,0,0,-0.4,-4,-6,8,-4,-0.4,-12
CC(C)(C)n1cnnc1Sc1ncccc1[N+](=O)[O-],-3,8,-0.6,-3,-4,-7,-5,-0.4,-5
COCCn1cnc2c1c(=O)n(CC(=O)NN)c(=O)n2Cc1ccccc1,0,2,-0.6,-2,-2,5,-3,1.9,-5
O=C(Cn1c(=O)oc2cc(S(=O)(=O)N3CCCC3)ccc21)N1CCN(C2CCCCC2)CC1,-4,-11,-0.1,-2,-2,0,-7,-0.2,-3
CCOC(=O)c1cc(NC(=O)CSc2nnc(CN3CCOCC3)n2C)ccc1Cl,5,4,-0.5,1,-8,-3,7,0.4,-3
CCN(C(=O)COC(=O)/C=C/c1ccc(Cl)c(Cl)c1)c1c(N)n(Cc2ccccc2)c(=O)[nH]c1=O,2,-1,0.4,-2,16,32,-3,0.8,0
